Assay outcomes from PubChem BioAssay.
TIM10 inh: growth inhibitors of TIM10 yeast strain. S. cerevisiae TIM10 strain growth, BacTiter-Glo luminescence, 24 h. inhibition, % at 10 µM. actives 1.4% (n = 330,000). AID 463195;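 active = inhibition of 40% or more at the single tested concentration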;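 also: wild-type TIM10 isogenic control strain grown at permissive 25 °C; 0% = DMSO yeast wells and 100% = minimal medium wells without yeast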
NALP3 yeast inh: blocks the NALP3 inflammasome reconstituted in yeast | Yeast reconstituted NLRP3/ASC/caspase-1, beta-gal luminescence, 24 h | inhibition, % at 10 µM | actives 0.39% (n = 330,000);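 active = inhibition of 50% or more; inactive = inhibition below 50%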;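 also: plate controls were induced DMSO wells for no effect and uninduced yeast grown without galactose for full effect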
NR3A LBD binder: NR3A (human) ligand-binding domain modulation; actives 2.5% (n = 340,000); NR3A LBD differential scanning fluorimetry, Tm shift; 0% = protein alone, 100% = glycine-bound protein; Tm shift relative to glycine control, % at 25 µM;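 active = melting temperature shift of at least 10% of the positive control shift, at one fixed dose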
APJ agonist: agonists of human APJ apelin receptor | activation, % at 20 µM | CHO-K1 APJ PathHunter beta-arrestin, luminescence; 0% DMSO wells, 100% apelin | actives 0.11% (n = 330,000) | AID 2520 | P35414;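 active = activation more than six SD over the plate average, tested at 20 µM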;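 also: 0% = DMSO alone and 100% = apelin-13 at 10 nM; some results filed as inactive read as strong as hits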
Target sequence (P35414 whole entry, looked up): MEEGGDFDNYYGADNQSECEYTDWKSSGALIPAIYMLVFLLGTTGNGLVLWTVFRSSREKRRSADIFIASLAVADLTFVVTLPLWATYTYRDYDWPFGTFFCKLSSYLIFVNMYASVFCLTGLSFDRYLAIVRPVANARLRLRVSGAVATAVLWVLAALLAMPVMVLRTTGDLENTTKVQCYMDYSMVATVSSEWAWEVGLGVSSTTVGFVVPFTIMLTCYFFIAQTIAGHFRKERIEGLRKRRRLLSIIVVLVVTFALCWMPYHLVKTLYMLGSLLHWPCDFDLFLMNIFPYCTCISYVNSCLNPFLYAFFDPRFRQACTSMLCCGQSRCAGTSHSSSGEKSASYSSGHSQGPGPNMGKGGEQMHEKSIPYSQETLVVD
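assay system = CHO-K1 APJ beta-arrestin complementation cell line | input = cell density 1000 per well | dosing = compound 20 µM once, DMSO 1% | timing = compound 90 min 25 °C, reagent 1 h | measured by = luminescence from split beta-galactosidase complementation, Galacton Star/Emerald II substrate | read-out basis = APJ agonist activity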
tim10-1 inh: growth inhibitors of tim10-1 mutant yeast; S. cerevisiae tim10-1 ts strain growth, BacTiter-Glo, 24 h; inhibition, % at 20 µM; actives 2.2% (n = 330,000);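 active = inhibition of at least 40%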;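 also: mutant grown at 25 °C; 0% = DMSO wells with yeast and 100% = wells holding no yeast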
CHOP UPR activ: apoptotic UPR (CHOP) activation. CHO-CHOP luciferase reporter, luminescence; percent of tunicamycin response over DMSO baseline. activation, % at 10 µM. actives 0.34% (n = 330,000);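 active = at 10 µM dose, activation of 40% or more, normalized to positive control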;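 also: 100% = tunicamycin at 10 µg/mL and 0% = DMSO alone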
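Dosing – one dose, 10 µM in 0.5% DMSO · System – CHO-CHOP cells, stable luciferase reporter of PERK-eIF2a-CHOP signalling · Input – 500 cells/well · Control set – tunicamycin 10 µg/mL final as positive, DMSO-only wells as negative · Timing – 6 h compound treatment, 37 °C · Measure – % activation vs tunicamycin · Technique – luminescence read with Steady-Glo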
tim23-1 inh: tim23-1 yeast growth inhibition | S. cerevisiae tim23-1 growth, BacTiter-Glo luminescence, 24 h | inhibition, % at 20 µM | actives 1.3% (n = 330,000) | AID 463212;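 active = growth inhibition of the mutant yeast at or above 50%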;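 also: temperature-sensitive mutant grown at 25 °C; plate controls were DMSO-treated mutant yeast for no effect and medium wells lacking yeast for full effect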
XBP1 UPR activ: adaptive UPR (XBP1) activation | actives 0.33% (n = 330,000) | activation, % at 20 µM | AID 463104 | CHO-XBP1 luciferase reporter, IRE1-XBP1 UPR activation, luminescence; percent of tunicamycin response, DMSO as zero;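 active = versus positive control, 20 µM dose yields 30% or more activation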;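 also: 100% = tunicamycin at 10 µg/mL and 0% = DMSO only wells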
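Material: CHO cell line with stable XBP1 luciferase reporter; buffer or medium: F12 medium containing 10% fetal bovine serum; compound: single point, 20 µM final compound, 1% DMSO; incubation: 6 h treatment, 37 °C; measured by: glow luminescence from Steady-Glo reagent; evaluation: activation, % of tunicamycin; control set: tunicamycin high, DMSO low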
Mdm2 MdmX PPI: human Mdm2/MdmX binding inhibition; SaOS-2 split-luciferase Mdm2/MdmX complementation, luminescence; inhibition, % at 8 µM; actives 3% (n = 330,000); AID 485346;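 active = inhibition of at least 50% at 8 µM in the primary screen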
Starred values were filed as active, the others as inactive; . = no result given.

Values run as follows: TIM10 inh	NALP3 yeast inh	NR3A LBD binder	APJ agonist	tim10-1 inh	CHOP UPR activ	tim23-1 inh	XBP1 UPR activ	Mdm2 MdmX PPI
C#CCSc1nnc(-c2ccc([N+](=O)[O-])cc2)o1
  -7	1	0	3	10	6.5	12	6	-37
O/N=C\c1ccccc1Oc1ccc(F)cc1
  -5	-24	-1	-5	-1	-1.4	8	-4	12
COc1ccccc1N1CCN(S(=O)(=O)c2ccc3c(c2)oc(=O)n3C)CC1
  0	11	1	1	18	1.5	32	0	-2
CCCCN1C(=O)C2C(c3ccc(OC)cc3O)NC(CC(C)C)(C(=O)O)C2C1=O (stereo unspecified)
  2	6	-1	-5	8	0.9	-5	0	10
Cc1ccc(-c2cc3ccccc3nc2N2CCOCC2)cc1
  17	11	0	-3	24	-1.4	24	-4	2
Cn1c(-c2ccc(CN3CCCCC3)o2)nc2ccccc21
  -5	20	6	-3	-3	2.4	6	0	-63
CC[C@]12c3[nH]c4ccc(Cl)cc4c3CCN1C(=O)[C@@H](CC(=O)NCc1ccco1)C[C@@H]2C(=O)N1CCN(C(=O)c2ccco2)CC1
  5	.	0	.	4	0.9	32	-1	-26
CCc1nnc(NC(=O)CCC(=O)N2CCN(CCOc3ccc(C)cc3)CC2)s1
  14	17	3	0	9	0.4	6	-3	-13
CCOC(=O)[C@H]1[C@H]2COc3ccc(Cl)cc3[C@@H]2N2C(=O)CN(Cc3ccccc3)C(=O)[C@@]12C
  14	2	-1	-4	20	2.0	25	-4	12
COc1ccc(-n2c(N)c(-c3nc4ccccc4n3C)sc2=S)cc1
  -6	10	1	-3	-4	1.7	8	3	22
COc1ccc(OC)c(NC(=O)c2cc(-c3cc(C)ccc3O)n[nH]2)c1
  -5	-2	37*	1	-6	3.5	-4	3	13
CC1CN(C)C(C)C/C1=N/Oc1ccccc1[N+](=O)[O-] (stereo unspecified)
  -3	20	2	-2	-8	1.9	4	4	-5
COc1ccc(N2CCN(C(CNC(=O)C(=O)NCC3CCCO3)c3ccco3)CC2)cc1 (stereo unspecified)
  -3	-4	10*	-4	-13	0.9	12	-3	8
CNC(=O)C(=O)Nc1cc2c3c(c1)C(C)C(=O)N3CCC2 (stereo unspecified)
  -2	-3	0	-2	13	3.1	3	-1	9
Cc1ccc(C)c(N2N=C(C(=O)OCc3nnc(-c4cccs4)o3)CCC2=O)c1
  -2	10	-3	-2	8	1.6	-2	-1	-20
O=C(CN1c2ccccc2Sc2ccccc21)NNC(=O)Nc1ccc(Cl)cc1
  23	0	39*	3	8	2.4	-1	0	54*
O=C(CN1C(=O)NC2(CCOc3ccccc32)C1=O)NCCc1ccc(F)cc1 (stereo unspecified)
  -1	6	-2	-2	-13	-0.8	-6	-2	7
COC(=O)c1ccc(NC(=S)N2CCC(C(N)=O)CC2)cc1
  2	17	2	-3	14	0.9	-2	-2	21
Cc1ccccc1SCC(=O)OCC(=O)Nc1sccc1C(N)=O
  6	-4	-3	0	7	-1.0	23	-3	16
COc1ccc(CNC(=O)C(C)OC(=O)c2cccs2)cc1 (stereo unspecified)
  6	14	1	0	-6	-0.1	10	0	-10

Reprinted from the listing for reference:
Values run as follows: TIM10 inh	NALP3 yeast inh	NR3A LBD binder	APJ agonist	tim10-1 inh	CHOP UPR activ	tim23-1 inh	XBP1 UPR activ	Mdm2 MdmX PPI
COC(=O)c1ccc(NC(=S)N2CCC(C(N)=O)CC2)cc1
  2	17	2	-3	14	0.9	-2	-2	21
Cc1ccccc1SCC(=O)OCC(=O)Nc1sccc1C(N)=O
  6	-4	-3	0	7	-1.0	23	-3	16
COc1ccc(CNC(=O)C(C)OC(=O)c2cccs2)cc1 (stereo unspecified)
  6	14	1	0	-6	-0.1	10	0	-10

Additional entries
Values run as follows: TIM10 inh	NALP3 yeast inh	NR3A LBD binder	APJ agonist	tim10-1 inh	CHOP UPR activ	tim23-1 inh	XBP1 UPR activ	Mdm2 MdmX PPI
COCCCNC(=O)c1cn(C)c(=O)c2cc(OC)c(OC)cc12
  -17	1	0	-8	-2	0.1	4	0	4
Cc1ccc(Sc2nc(C)cc(C)c2S(C)(=O)=O)cc1
  1	38	0	-2	13	1.0	16	2	-1
CC(C)NC(=O)N(C)C[C@H]1Oc2c(cccc2N(C)C)C(=O)N([C@H](C)CO)C[C@@H]1C
  -3	3	-1	-5	4	0.0	17	-4	-2
Cc1nc(N/C(N)=N/S(=O)(=O)c2ccccc2)nc2ccccc12
  11	4	1	-2	17	-0.2	16	3	26
CSCCC(NC=C1C(=O)OC(C)(C)OC1=O)C(=O)O (stereo unspecified)
  9	3	-1	-3	14	3.1	9	1	-3
Cc1ccc(S(=O)(=O)NC2CCCCC2)c2nsnc12
  10	19	0	-4	24	0.5	20	-2	7
CCN(CC)C(=O)CCCOc1ccc(Cl)cc1Cl
  30	19	-1	-3	23	2.9	43	4	-28
N#CCN(N=Nc1ccccc1)c1ccccc1
  0	22	2	-2	20	1.7	12	1	9
CN(/N=C/c1cccnc1)c1cnn(-c2ccc(F)c(Cl)c2)c(=O)c1Cl
  -9	21	0	1	-4	2.0	-23	2	25
O=C(Nc1cc(Cl)cc(Cl)c1)C1CC(=O)N(C2CCCC2)C1 (stereo unspecified)
  12	13	-1	12	15	1.6	21	-1	-27
CC(C)CC(NS(=O)(=O)c1ccc2[nH]c(=O)c(=O)[nH]c2c1)C(=O)O (stereo unspecified)
  -10	6	-2	-1	1	-1.2	6	-1	0
CCN(CC)S(=O)(=O)c1ccc(C(=O)N2CCN(CCN3C(=O)c4cccc5cccc(c45)C3=O)CC2)cc1
  4	28	.	-2	18	-0.9	-8	-2	11
COc1ccc(S(=O)(=O)N2CCC(C(=O)N3CCCC3)CC2)cc1Cl
  -5	12	0	-4	10	-2.0	12	-1	20
COC(=O)c1cc(C(=O)OC)cc(S(=O)(=O)Nc2ccc(Cl)c(N)c2)c1
  1	4	-6	-4	-2	0.3	-10	-4	34
Cc1cc(C(=O)Nc2nncs2)oc1C
  -4	39	-1	2	-20	0.6	5	-1	10
Cc1ccc(C2CC2c2n[nH]c(=S)n2-c2cccc(Cl)c2)cc1 (stereo unspecified)
  32	15	-3	-3	35	0.8	35	0	-31
O=C(Cn1c(=S)[nH]c2ccccc2c1=O)N1CCN(c2ccccc2)CC1
  -19	8	-1	-1	7	-1.9	1	0	15
O=C(CC1C(=O)NCCN1CC1CCCCC1)NCc1ccccc1Cl (stereo unspecified)
  9	15	-6	-3	36	0.4	20	2	13
COc1ccccc1N(CC(=O)N(C)Cc1ccccc1)S(=O)(=O)c1cccs1
  1	-3	1	-2	24	-0.8	25	-1	9
COc1ccc(CCNC(=O)CCCCCn2c(SCC(N)=O)nc3cc4c(cc3c2=O)OCO4)cc1OC
  8	1	-1	0	-18	-0.4	5	0	14
Cc1[nH]nc2c1C(c1ccc(O)cc1)C1=C(CC(C)(C)CC1=O)N2 (stereo unspecified)
  0	4	-3	0	18	-1.6	14	0	-22
COc1ccc(C2(c3ccc(OC)cc3)NC(=O)N(CC(=O)Nc3ccccc3)C2=O)cc1
  -11	11	-13	0	0	2.2	8	-5	-22
CC1CCCN(c2nc3c(c(=O)[nH]c(=O)n3C)n2CCSc2nc3ccccc3o2)C1 (stereo unspecified)
  4	10	-1	-1	17	-0.5	42	4	-6
CCCNS(=O)(=O)c1ccc(OCC(=O)N2CCOCC2)cc1
  18	0	0	2	19	-0.7	14	-2	-2
Cc1occc1C(=O)N1CCCC(CO)(Cc2ccc(F)cc2F)C1 (stereo unspecified)
  -15	0	0	-2	15	8.9	4	-5	13
COc1ccc(C(=O)CN2CCN(c3ccc(F)cc3)CC2)cc1
  -2	3	0	-2	-13	-0.9	-5	-3	9
COc1ccc(S(=O)(=O)NC(C)C(=O)NCc2ccncc2)cc1OC (stereo unspecified)
  9	22	0	0	-30	4.6	-1	-4	-26
O=c1n(-c2ccccc2)c(=O)n2n1CCCC2
  -8	14	-5	1	-17	1.8	-9	3	-16
COc1ccc(C2Nc3ccccc3C(=O)N2C2CCCCC2)cc1 (stereo unspecified)
  12	13	1	-3	11	0.1	31	-3	5
O=C(CSc1ccc(Cl)cc1)Nc1ccc(N2CCN(c3ccccc3)CC2)c(F)c1
  7	10	19*	0	-9	1.6	2	2	-6
Cc1ccc(N2C(=O)N3[C@H]4c5ccccc5OC[C@@H]4[C@@H](c4ccccc4)[C@@]3(C)C2=O)cc1
  7	24	-1	-3	49*	-0.8	24	-4	52*
O=C(N/N=C(\CC(=O)c1cccs1)C(F)(F)F)c1cccnc1
  6	18	-1	-5	9	0.8	23	1	9
Nn1c(Cc2cccc3ccccc23)nnc1SCC(=O)NC1CCS(=O)(=O)C1 (stereo unspecified)
  10	3	1	2	13	1.0	12	2	-20
Cc1ccccc1-c1noc(-c2ccccc2C(=O)NCc2ccco2)n1
  -26	33	1	-1	-3	-1.3	7	-3	9
CS(=O)(=O)c1ccc(C(=O)Nc2cc(S(C)(=O)=O)ccc2Cl)cc1
  -7	10	2	0	5	0.0	12	-1	13
Cc1ccc(S(=O)(=O)N2CCOCC2)c2nsnc12
  2	-6	0	-5	8	-1.5	14	-1	11
